KCNQ1 inh: blocks the human KCNQ1 potassium channel | B-score at 10 µM | P51787 | 310,000 compounds, 1.3% hits | CHO-K1 KCNQ1, FluxOR thallium flux fluorescence; hits give high values | AID 2642;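 active = compounds whose thallium flux B-score, printed positive for inhibition, exceeds three library SD while starting fluorescence stays within three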;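 also: channel opened by potassium depolarization with thallium stimulus after 20 min compound exposure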
HDAC3 inh: human HDAC3 inhibition; O15379; recombinant HDAC3, fluorogenic peptide/trypsin coupled, fluorescence; inhibition, % at 8.3 µM; 320,000 compounds, 0.15% hits; AID 2718; in the data active = inhibition above about 26%, passing the limit was not always enough; inconclusive = no clear call, values can overlap the other calls
KCNK9 block: human KCNK9 channel inhibition; HEK293 KCNK9, FluxOR thallium flux fluorescence; hits give low values; B-score at 10 µM; 310,000 compounds, 1.2% hits;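 active = ratio B-score over 3 SD below the library mean, with starting fluorescence within 5 SD of its mean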;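 also: negative B-score means less thallium flux so channel inhibition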
Target sequence (Q9NPC2 whole entry, looked up): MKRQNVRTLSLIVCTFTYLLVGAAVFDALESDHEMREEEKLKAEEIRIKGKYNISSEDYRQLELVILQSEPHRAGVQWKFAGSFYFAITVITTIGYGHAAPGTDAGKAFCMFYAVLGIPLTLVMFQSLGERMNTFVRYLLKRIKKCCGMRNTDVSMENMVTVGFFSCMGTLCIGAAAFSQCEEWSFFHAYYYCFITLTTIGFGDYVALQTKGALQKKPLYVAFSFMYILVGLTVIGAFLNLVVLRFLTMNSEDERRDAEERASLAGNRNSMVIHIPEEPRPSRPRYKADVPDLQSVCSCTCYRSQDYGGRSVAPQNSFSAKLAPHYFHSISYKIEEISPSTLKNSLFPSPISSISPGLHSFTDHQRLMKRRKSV
KCNK3 inh: human KCNK3 channel inhibition, primary screen; 340,000 compounds, 0.84% hits; CHO-KCNK3 thallium flux, FluxOR fluorescence; hits give low values; O14649; B-score at 10 µM; AID 602410;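 active = B-score under library mean minus 4 SD, starting fluorescence ratio at most library mean plus 5 SD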;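 also: more negative B-score means stronger inhibition of thallium flux through KCNK3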
Target sequence (O14649 whole entry, looked up): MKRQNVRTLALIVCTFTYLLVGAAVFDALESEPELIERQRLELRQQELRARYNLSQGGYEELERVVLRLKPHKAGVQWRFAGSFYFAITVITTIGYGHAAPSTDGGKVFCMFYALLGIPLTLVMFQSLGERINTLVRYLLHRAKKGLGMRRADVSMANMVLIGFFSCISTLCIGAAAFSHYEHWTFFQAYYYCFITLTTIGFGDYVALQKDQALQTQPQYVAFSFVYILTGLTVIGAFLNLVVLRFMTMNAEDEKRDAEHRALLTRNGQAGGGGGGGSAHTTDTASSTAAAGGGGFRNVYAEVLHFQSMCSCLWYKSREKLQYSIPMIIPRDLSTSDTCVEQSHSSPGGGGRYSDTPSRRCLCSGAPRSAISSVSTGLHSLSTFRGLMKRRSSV
TRPC4 act: activators of mouse TRPC4 channel; Q9QUQ5; HEK293 TRPC4beta/mu-opioid, Fluo4 calcium fluorescence; hits give high values; B-score at 10 µM; 310,000 compounds, 0.49% hits; AID 2237;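 active = B-score above 5 SD of library B-scores, and initial fluorescence ratio not above library mean plus 5 SD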;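 also: positive B-score marks a calcium rise read as TRPC4 activation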
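Assay system – TRPC4beta and mu-opioid receptor HEK293 stable cells · Measured by – Fluo4 fluorescence, kinetic · Schedule – dye loading 45 min room temperature, 110 s kinetic read · Read-out – B-scored integrated calcium fluorescence ratio · Controls – buffer and maximal DAMGO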
Dyrk1A ADPGlo: inhibitors of rat Dyrk1A kinase. Q63470. ADP-Glo luminescence, NFATc1 peptide. inhibition, % at 12.5 µM. 310,000 compounds, 0.43% hits. AID 504441; in the data active = inhibition above about 50%;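 also: plate controls were vehicle with enzyme for no effect and no enzyme for full effect; many of its hits are not listed in these tables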
KCNQ1 pot: human KCNQ1 channel potentiation or activation; P51787; CHO-K1 KCNQ1, thallium flux FluxOR fluorescence; hits give high values; B-score at 10 µM; 310,000 compounds, 0.35% hits; AID 2648;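 active = fluorescence ratio B-score, a plate-corrected score, at least three library SD, with initial intensity B-score within 5 SD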
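Assay system: stable KCNQ1 CHO-K1 line; medium: assay buffer, equal DMSO in all wells; timing: 90 min dye loading and 20 min compound exposure, both at room temperature; technique: kinetic FluxOR thallium fluorescence, 10-s 1-Hz baseline, 110-s post-stimulus read; read-out basis: B score of baseline-normalized fluorescence ratio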
TMEM16A act: activates or potentiates the mouse TMEM16A chloride channel. Q8BHY3. HEK293 TMEM16A/YFP-H148Q/I152L, iodide quench fluorescence; hits give low values. B-score at 10 µM. 340,000 compounds, 0.3% hits. AID 623877;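 active = fluorescence-ratio B-score plate-corrected deviation score at least 3 library SD below zero, with starting fluorescence score within 5 deviations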;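 also: channel opened by trigger with iodide after compound preincubation; score built on the fluorescence ratio of max minus min over baseline; more negative score means more quench and so TMEM16A activation or potentiation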
TRPC4 potent: allosterically enhances the mouse TRPC4 cation channel | Q9QUQ5 | HEK293 TRPC4beta/mu-opioid, DAMGO EC20, Fluo-4 Ca2+ flux; hits give high values | B-score at 10 µM | 310,000 compounds, 0.42% hits;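 active = B-score of calcium response area above 5 SD of library B-scores, with initial fluorescence ratio within 5 SD of library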;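 also: B-score of integrated fluorescence ratio over time as area under calcium response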
hERG protect: compounds protecting human hERG from proarrhythmic drug block. Q12809. CHO-hERG, FluxOR thallium flux, dofetilide IC70 present. activation (rescue from dofetilide block), less the hit threshold, % at 10 µM. 310,000 compounds, 0.51% hits;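 active = activation above the mean of controls blocked by dofetilide plus 5 SD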;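 also: thallium influx through hERG after potassium depolarization seen as dye fluorescence rise; in these data hits start at about 4.7%; inactives centre near -7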
ANO1 block: blocks the mouse calcium-activated chloride channel TMEM16A; Q8BHY3; HEK293 TMEM16A/YFP iodide influx fluorescence, ionomycin; normalized B-score (activity score, 25-100; higher = stronger inhibition) at 10 µM; 310,000 compounds, 1.2% hits; AID 588511;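 active = ratio plate-corrected score three or more library SD toward inhibition, starting fluorescence score within five deviations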;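 also: score derived from kinetic fluorescence span divided by baseline fluorescence per well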
Numbers without * were called inactive; i = inactive; u = inconclusive; x = no result given. An excerpt; the hit share may differ from the screen's.

SMILES | KCNQ1 inh | HDAC3 inh | KCNK9 block | KCNK3 inh | TRPC4 act | Dyrk1A ADPGlo | KCNQ1 pot | TMEM16A act | TRPC4 potent | hERG protect | ANO1 block
CC(=O)Nc1ccc(S(=O)(=O)N[C@@H](C)C(=O)OCc2cc([N+](=O)[O-])cc3c2OCOC3)cc1 | i | -4 | i | i | i | -1 | i | i | i | -13 | i
Cc1ccccc1CN1CCc2cc([N+](=O)[O-])ccc21 | i | 0 | i | i | i | 8 | i | i | i | -5 | i
O=C(/C=C/c1ccc(Cl)cc1)Nn1c(-c2cccs2)nc2ccccc2c1=O | i | -21 | i | i | i | -3 | i | i | i | -10 | i
Cc1ccccc1C(=O)N1CCC(C(N)=O)CC1 | i | 2 | i | i | i | -3 | i | i | i | 1 | i
CCC(C)NC(=O)Cn1cnc([N+](=O)[O-])c1 (configuration not stated) | i | 3 | i | i | i | -1 | i | i | i | -4 | i
CCC(=O)N(C)CCc1cc2c(c(OC)c1/C=N/Nc1ccc(C(=O)O)cc1)OCO2 | i | 1 | i | i | i | -2 | i | i | i | -4 | i
O=c1[nH]c(-c2ccccn2)cc2ccccc12 | i | -56 | i | i | i | 32 | i | i | i | 3 | i
CCOc1ccc(NC(=O)C2=C(C)NC(=S)NC2c2ccc(O)c(OC)c2)cc1 (configuration not stated) | i | 10 | i | i | i | 7 | i | i | i | -3 | i
O=C(NCc1ccccc1)c1cc2ccc(O)cc2oc1=O | i | -5 | i | i | i | 4 | i | i | i | -7 | i
COc1ccc(CC(=O)O/N=C(\N)c2ccccn2)cc1OC | i | 0 | i | i | i | -2 | i | i | i | 0 | i
COC(=O)c1ccccc1NC(=O)NCc1c(C)nn(C)c1C | i | -5 | i | i | i | x | i | i | i | -8 | i
CC(=O)c1ccc(NC(=S)N(CCCN(C)C)Cc2ccccc2)cc1 | i | 1 | i | i | i | -4 | i | i | i | -9 | i
CCOC(=O)c1cc(NC(=O)Nc2ccc(Br)cc2)c(C)nc1C | i | -2 | i | i | i | -3 | i | i | i | -5 | i
CCN(CC)CCn1c(N)nc2ccccc21 | i | -5 | i | i | i | 12 | i | i | i | -5 | i
COc1ccccc1Cn1nnc2c(=O)[nH]c(C3CCN(C(=O)c4ccccc4Cl)CC3)nc21 | i | 2 | i | i | i | 9 | i | i | i | -7 | i
COc1ccc(CN2CCNC(=O)C2CC(=O)N(C)Cc2nccn2C)cc1OC (configuration not stated) | i | 1 | i | i | i | -5 | i | i | i | -15 | i
COc1ccc(-c2cc(=Nc3ccc(C(=O)O)cc3)c3cc(C)ccc3o2)cc1 | i | -181 | i | i | i | -11 | i | i | i | -18 | i
COc1cccc(C2=Nn3c(nnc3-c3ccccc3O)SC2)c1 | i | 0 | i | i | i | 6 | i | i | i | -15 | i
COC(=O)Cn1c(=NC(=O)c2ccc(Cl)s2)sc2cc(C)ccc21 | i | 7 | i | i | i | -8 | i | i | i | -5 | i
NC(=NC1CCCCC1)c1ccc(Cl)cc1 | i | -3 | i | i | i | -2 | i | i | i | -12 | i
C=CC1=C2C=C(C3CC3)N(CCCN(CC)CC)C=C2C(=O)C(C)(OC(=O)c2ccco2)C1=O (configuration not stated) | i | 3 | i | i | i | x | i | i | i | -8 | i
Fc1cccc(NCCc2c[nH]c3ccccc23)n1 | i | 12 | i | i | i | 2 | i | i | i | -8 | i
Cc1ccc(NC(=O)C2(c3ccccc3)CC2(Cl)Cl)cc1C (configuration not stated) | i | 16 | i | i | i | 4 | i | i | i | -6 | i
Cc1nc(SCC(=O)N2CCOCC2)c2ccsc2n1 | i | 0 | i | i | i | 1 | i | i | i | -10 | i
COc1ccc(C(=O)CCc2ccccc2)c(O)c1 | i | u | i | i | i | -4 | i | i | i | -5 | i

A second format for part of the listing above.
Each structure is followed by: KCNQ1 inh	HDAC3 inh	KCNK9 block	KCNK3 inh	TRPC4 act	Dyrk1A ADPGlo	KCNQ1 pot	TMEM16A act	TRPC4 potent	hERG protect	ANO1 block
Cc1ccc(NC(=O)C2(c3ccccc3)CC2(Cl)Cl)cc1C (configuration not stated)
 : i	16	i	i	i	4	i	i	i	-6	i
CCC(C)NC(=O)Cn1cnc([N+](=O)[O-])c1 (configuration not stated)
 : i	3	i	i	i	-1	i	i	i	-4	i
O=c1[nH]c(-c2ccccn2)cc2ccccc12
 : i	-56	i	i	i	32	i	i	i	3	i

Remaining list, next part:
SMILES | KCNQ1 inh | HDAC3 inh | KCNK9 block | KCNK3 inh | TRPC4 act | Dyrk1A ADPGlo | KCNQ1 pot | TMEM16A act | TRPC4 potent | hERG protect | ANO1 block
O=c1c2cnn(-c3ccccc3)c2nc(-c2cccs2)n1-c1ccc(Cl)cc1 | i | 13 | i | i | i | 1 | i | i | i | 0 | i
CC(C)(C)c1cc(CN(CCO)CCO)c(O)c(C(C)(C)C)c1 | i | 3 | i | i | i | 1 | i | i | i | -13 | i
COc1ccccc1N1C(=O)CC(N(O)c2ccccc2)C1=O (configuration not stated) | i | -1 | i | i | i | -3 | i | i | i | -9 | i
O=C(CSc1nc2ccccc2o1)N/N=C/c1ccc(C(=O)O)cc1 | i | 5 | i | i | i | 4 | i | i | i | -8 | i
COc1ccc(-c2nc3ccccc3c(=O)n2N)cc1 | i | -6 | i | i | i | 6 | i | i | i | -4 | i
COc1ccccc1NC(=O)c1cc(=O)[nH]c2ccccc12 | i | 3 | i | i | i | 1 | i | i | i | -1 | i
COc1cccc(OC)c1OCCCN1CCOCC1 | i | 4 | i | i | i | 1 | i | i | i | -4 | i
CCN(Cc1cnn(C)c1)Cc1nc(Cc2ccccc2Cl)no1 | i | -6 | i | i | i | -1 | i | i | i | -4 | i
CCN(CC)c1nc(N)c(C#N)c(CC#N)c1C#N | i | 3 | i | i | i | 3 | i | i | i | -10 | i
CC(=O)Nc1cc(S(=O)(=O)Nc2ccccc2C)c(C)cc1C | i | -2 | i | i | i | -10 | i | i | i | -3 | i
COCCCn1c(SCC(=O)Nc2nnc(C)s2)nnc1-c1ccoc1C | i | -2 | i | i | i | -3 | i | i | i | -6 | i
CC(=O)Nc1ccc(SCC(=O)O)cc1 | i | -1 | i | i | i | -2 | i | i | i | -8 | i
CC1CCc2c(C(=O)Nc3ccccn3)csc2C1 (configuration not stated) | i | u | i | i | i | -4 | i | i | i | -2 | i
O=S(=O)(c1ccc2ccccc2c1)n1cnc2ccccc21 | i | 7 | i | i | i | 1 | i | i | i | -5 | i
CC/C(C)=C1\SC(N2CCN(C(C)=O)CC2)=NC1=O | i | -1 | i | i | i | -2 | i | i | i | -6 | i
Cc1ccc(C(=O)O)cc1NC(=O)CCc1ccccc1 | i | -4 | i | i | i | -6 | i | i | i | -2 | i
COc1ccccc1CNC(=O)C(C)NS(=O)(=O)c1ccc(C)cc1 (configuration not stated) | i | 0 | i | i | i | 0 | i | i | i | -12 | i
COc1ccc(-c2c3c(nc4sc(C(=O)Nc5cc(C)on5)c(N)c24)CCC3)cc1 | i | -9 | i | i | i | -1 | i | i | i | -4 | i
CCC(C)c1ccccc1NC(=O)c1[nH]c(C)c(C(C)=O)c1C (configuration not stated) | i | 2 | i | i | i | 2 | i | i | i | 5.8* | i
CN1CCN(C(=O)c2cc3nc(-c4ccc(F)cc4)cc(C(F)(F)F)n3n2)CC1 | i | 1 | i | i | i | -3 | i | i | i | -7 | i
CCOC(=O)c1cc(-c2ccccc2)n(CC(=O)Nc2ccc(OC)cc2)c1C | i | -4 | i | i | i | -2 | i | i | i | -2 | i
COc1ccc(C(=O)Oc2cc(/C=N/NS(=O)(=O)c3ccc(C)cc3)ccc2OC)cc1 | i | 14 | i | i | i | 5 | i | i | i | -6 | i
O=c1c2ccccc2ncn1CCCSc1ccccc1 | i | 13 | i | i | i | 1 | i | i | i | -10 | i
CCCC(=O)Nc1nnc(-c2ccc(Cl)s2)o1 | i | -6 | i | i | i | 4 | i | i | i | -10 | i
C=CCOc1ccc2nnc(C)n2n1 | i | -6 | i | i | i | 3 | i | i | i | -9 | i

Going on with the list.
SMILES | KCNQ1 inh | HDAC3 inh | KCNK9 block | KCNK3 inh | TRPC4 act | Dyrk1A ADPGlo | KCNQ1 pot | TMEM16A act | TRPC4 potent | hERG protect | ANO1 block
Cc1ccc(Cl)cc1NC(=O)COC(=O)c1ccccc1O | i | -11 | i | i | i | 2 | i | i | i | -2 | i
CC(C(=O)NC1CCCCC1)N1C(=O)c2cccc3cccc1c23 (configuration not stated) | i | 1 | i | i | i | 11 | i | i | i | -2 | i
COc1cc(NS(=O)(=O)c2ccc(NC(=S)NC(=O)/C=C/c3ccco3)cc2)ncn1 | i | x | i | i | i | 4 | i | i | i | -14 | x
CCOc1ccc(Br)cc1S(=O)(=O)NCc1ccc(S(N)(=O)=O)cc1 | i | 3 | i | i | i | 3 | i | i | i | -16 | i
O=C1NCCCc2c1oc1cc(Br)c(O)c(Br)c21 | i | 8 | i | i | i | 66* | i | i | i | -11 | i
O=C(CSc1nnc(-c2cccs2)o1)N1CCOCC1 | i | x | i | i | i | 4 | i | i | i | -6 | x
CCCc1cc(C(=O)N(C)CC(=O)Nc2ccc(OCC)c(OCC)c2)sc1C | i | 4 | i | i | i | 6 | i | i | i | -9 | i
COC(=O)c1ccccc1NC(=O)COC(=O)CSCC(=O)N1CCOCC1 | i | -15 | i | i | i | 7 | i | i | i | -12 | i
CN(C)c1cc[n+](CC(=O)Nc2ccc(Cl)c([N+](=O)[O-])c2)cc1 | i | 0 | i | i | i | 5 | i | i | i | -8 | i
O=C(NCc1nc(-c2ccccc2)no1)c1ccc2c(c1)OCO2 | i | -1 | i | i | i | x | i | i | i | -5 | i
CCc1ccc2nc(Nc3nc(COC)cc(=O)[nH]3)nc(C)c2c1 | i | 2 | i | i | i | 33 | i | i | i | -3 | i
CC(C)(C)OC(=O)N/N=C/c1cc(N=Nc2ccccc2)ccc1O | i | 3 | i | i | i | 4 | i | i | i | -6 | i
CC1CCc2nn(CC(=O)N3CCc4ccccc43)cc2C1 (configuration not stated) | i | -4 | i | i | i | 11 | i | i | i | -9 | i
COc1cc(OC)c(C2N(c3ccccn3)C(=O)C3CCCN32)cc1OC (configuration not stated) | i | -9 | i | i | i | -2 | i | i | i | -9 | i
CCOc1c([N+](=O)[O-])cc2c(C)c(C(=O)N3CCN(C)CC3)oc2c1OCC | i | -2 | i | i | i | -1 | i | i | i | -8 | i
COc1ccc(-c2cn3cccnc3n2)cc1NC(=O)c1cc(OC)c(OC)c(OC)c1 | i | -13 | i | i | i | x | i | i | i | -14 | i

Source: PubChem (several laboratories)
